BoNT F protease: BoNT/F light chain protease inhibitors, primary screen, biochemical, flow cytometry, MLPCN library | Multiplex microsphere protease cleavage assay | 360,000 tested, 0.22% active | inhibition, % at 10 µM; in the data active = inhibition above about 35%, passing the limit was not always enough; inconclusive = no clear call, values can overlap the other calls; also: plate controls were buffer without enzyme for full effect and enzyme alone for no effect
MazEF act: activators of E. coli MazEF toxin-antitoxin RNase, primary screen, biochemical, fluorescence, uHTS. Endoribonuclease toxin MazF (Escherichia coli (strain K12)), P0AE70. activation, % at 20 µM. AID 504720, 2011. 350,000 tested, 0.32% active. FAM/BHQ RNA-DNA oligo cleavage fluorescence, 5 h; in the data active = activation above about 50%
Target sequence (P0AE70 whole entry, looked up): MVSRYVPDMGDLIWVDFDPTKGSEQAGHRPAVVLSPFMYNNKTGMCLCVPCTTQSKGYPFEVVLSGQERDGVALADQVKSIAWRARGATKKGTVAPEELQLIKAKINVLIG
Mtb BioA inh: M. tuberculosis BioA enzyme inhibitors, primary screen, biochemical, plate reader, single point, HTS. inhibition, % at 9.99 µM. 7,8-diaminopelargonic acid synthase BioA (Mycobacterium tuberculosis). 360,000 tested, 0.096% active. purified M. tuberculosis BioA enzyme; in the data active = inhibition above about 40%; inconclusive = no clear call, values can overlap the other calls
VHR inh abs: VHR1 phosphatase inhibitors, primary screen, biochemical, absorbance, uHTS; inhibition, % at 13.3 µM; Dual specificity protein phosphatase 3 (Homo sapiens), P51452; recombinant VHR phosphatase, pNPP absorbance; 290,000 tested, 0.52% active; in the data active = inhibition above about 50%; also: some compounds called inactive have numbers as strong as hits
Target sequence (P51452 whole entry, looked up): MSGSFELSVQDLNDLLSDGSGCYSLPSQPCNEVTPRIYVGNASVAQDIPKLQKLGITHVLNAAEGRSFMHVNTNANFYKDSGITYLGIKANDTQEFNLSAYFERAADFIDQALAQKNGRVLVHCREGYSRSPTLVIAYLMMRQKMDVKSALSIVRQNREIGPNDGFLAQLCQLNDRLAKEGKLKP
GDH-TPI counter: GDH-TPI coupling enzyme inhibitors, primary screen, artefact control for M. tuberculosis FBA inhibitor project, biochemical, absorbance, full deck | GDH-TPI coupled enzyme counterscreen, NADH absorbance | inhibition, % at 4.8 µM | 360,000 tested, 1.2% active | AID 588335, 2011;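 also: 0% = DMSO wells and 100% = wells lacking the enzyme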
Mtb FBA inh: Mtb FBA enzyme inhibitors, primary screen, biochemical, fluorescence, strain H37Rv. inhibition, % at 1 µM. 360,000 tested, 2.3% active. Fructose-bisphosphate aldolase (Mycobacterium tuberculosis (strain ATCC 25618 / H37Rv)), …. purified M. tuberculosis FBA, fluorescence read-out; in the data active = inhibition above about 27%;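 also: 0% = vehicle and 100% = reference inhibitor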
Target sequence (P9WQA3 whole entry, looked up): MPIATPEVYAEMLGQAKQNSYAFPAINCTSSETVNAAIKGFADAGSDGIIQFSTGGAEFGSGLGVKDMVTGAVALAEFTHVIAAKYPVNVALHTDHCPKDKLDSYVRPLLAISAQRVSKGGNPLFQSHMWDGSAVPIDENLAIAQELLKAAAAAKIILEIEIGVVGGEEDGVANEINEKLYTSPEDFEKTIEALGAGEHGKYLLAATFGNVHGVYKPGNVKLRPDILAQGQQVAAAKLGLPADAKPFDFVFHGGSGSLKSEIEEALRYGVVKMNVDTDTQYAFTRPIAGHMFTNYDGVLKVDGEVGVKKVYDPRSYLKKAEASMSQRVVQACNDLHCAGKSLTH
Rv3671c protease: Rv3671c serine protease inhibitors, primary screen, biochemical, fluorescence polarization, M. tuberculosis H37Rv; P9WHR9; inhibition, % at 5.96 µM; 320,000 tested, 0.048% active; AID 2606, 2010; in the data active = inhibition above about 38%;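 also: extracellular domain of Rv3671c used as enzyme; 0% = enzyme with DMSO and 100% = no enzyme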
Target sequence (P9WHR9 whole entry, looked up, the tested form may be a part): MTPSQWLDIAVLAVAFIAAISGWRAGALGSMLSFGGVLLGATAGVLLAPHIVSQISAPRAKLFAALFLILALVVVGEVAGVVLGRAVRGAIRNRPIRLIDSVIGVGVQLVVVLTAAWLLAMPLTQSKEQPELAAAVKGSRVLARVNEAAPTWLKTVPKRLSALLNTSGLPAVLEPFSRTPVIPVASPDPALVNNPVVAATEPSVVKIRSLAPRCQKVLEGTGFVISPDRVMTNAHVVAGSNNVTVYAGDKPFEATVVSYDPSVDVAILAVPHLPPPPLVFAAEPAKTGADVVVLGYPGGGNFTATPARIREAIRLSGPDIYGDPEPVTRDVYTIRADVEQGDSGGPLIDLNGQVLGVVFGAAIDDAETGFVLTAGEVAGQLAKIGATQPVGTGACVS
CCHF vOTU inh: CCHFV vOTU protease inhibitors, primary screen, biochemical, Pep-AMC substrate, fluorescence. 370,000 tested, 0.55% active. inhibition, % at 11.5 µM. Crimean-Congo hemorrhagic fever virus L polyprotein viral ovarian tumor (vOTU) protease …. AID 651958, 2012; also: 0% = vehicle wells with enzyme and 100% = no enzyme wells
UGM FP inh: M. tuberculosis UGM enzyme inhibitors, primary screen, biochemical, fluorescence polarization, single point; purified UGM, fluorescence polarization probe displacement; inhibition, % at 10 µM; AID 504406, 2011; 320,000 tested, 0.06% active; in the data active = inhibition above about 10%, passing the limit was not always enough; inconclusive = no clear call, values can overlap the other calls
FadD28 binding: inhibitors of FadD28 bisubstrate probe binding, primary screen, biochemical, fluorescence polarization, single point; inhibition, % at 12.5 µM; Mycobacterium tuberculosis FadD28 fatty-acid-AMP ligase; 360,000 tested, 0.22% active; in the data active = inhibition above about 8.5%, passing the limit was not always enough; inconclusive = no clear call, values can overlap the other calls
Numbers without * were called inactive; ? = inconclusive; · = no result given. Rule as the data show it, unless noted: active = inhibition above about 30%; inactive = the rest.

smiles	BoNT F protease	MazEF act	Mtb BioA inh	VHR inh abs	GDH-TPI counter	Mtb FBA inh	Rv3671c protease	CCHF vOTU inh	UGM FP inh	FadD28 binding
Cc1ccc(C(=O)N2[C@@H]3CN(C)C(=O)[C@@]2(Cc2ccccc2)[C@H]2C(=O)N(C)C(=O)[C@@H]32)cc1	3	2	-1.2	·	3	-2	·	4	·	-2.2
CCOC(=O)c1sc(NC(=O)CSc2nc3ccccc3o2)c(C(=O)OCC)c1C	-10	-2	-1.8	23	-3	-1	-1	1	-1.1	-0.4
O=C(NCC(c1ccco1)N1CCN(c2ccc(F)cc2)CC1)C(=O)NC1CC1 (stereo not drawn)	3	4	0.5	·	5	8	6	-4	-0.2	1.4
O=C(c1cccs1)N(Cc1ccc(F)cc1)C1CCS(=O)(=O)C1 (stereo not drawn)	-4	-2	-0.9	19	-7	0	-3	1	-1.3	-0.4
CC1=C(C(=O)N(C)C)CC(CC(=O)NCCc2ccccn2)C(=O)N1CCCN1CCCC1=O (stereo not drawn)	1	6	-0.8	·	-3	-1	·	-5	·	-3.9
Brc1ccc(C2=CSC3=NCCN23)cc1	-7	6	2.4	26	-3	3	-3	15	3.5	-3.1
COc1ccc(OCC(=O)Nc2ccc3oc(-c4ccncc4)nc3c2)cc1	-3	7	-0.3	16	4	0	-7	-3	-0.5	-0.6
COc1ccc(NC(=O)COc2coc(CN3CCN(c4ccccc4)CC3)cc2=O)cc1	-2	2	-1.7	·	5	5	9	-4	2.0	0.9
Cc1ccccc1N(CC(N)=O)S(C)(=O)=O	0	4	-4.0	28	5	1	-9	0	0.4	1.3
O=C(COC(=O)c1ccc(Br)cc1)NCCN1C(=O)CSC1=O	0	4	·	6	9	-3	-3	-5	-0.7	-0.3
Cc1cc(C(=O)NCCCN2CCOCC2)n(-c2ccccc2)n1	7	7	-1.9	11	6	4	0	10	-1.2	0.5
Cc1ccc(-c2cc(C(=O)NCCCn3ccnc3)no2)cc1	0	4	·	-6	2	2	-6	-11	3.0	-0.7
COc1cccc(NC(C)C(=O)Nc2cc([N+](=O)[O-])ccc2Cl)c1 (stereo not drawn)	-4	0	·	33	5	1	-8	6	0.7	0.7
CCC(=O)Nc1cccc(-c2nc3ccccc3c(=O)o2)c1	0	7	1.5	30	9	5	-2	-1	-0.5	-7.9
C[C@@H]1NC(=O)N(c2ccc(F)cc2)C1=O	?	4	0.0	62	1	-4	·	5	1.9	-2.8
CC(C)n1nnc2ccccc2c1=O	1	5	·	-15	4	0	0	3	0.8	-3.6
CN(CCC1CCOCC1)C(=O)CC1C(=O)NCCN1Cc1ccoc1 (stereo not drawn)	-3	2	·	13	20	-2	6	-14	-3.9	-0.5
O=c1cc(NS(=O)(=O)c2ccccc2)nc(SCc2ccccc2Cl)[nH]1	-1	5	-0.7	34	-4	-2	-8	-4	2.4	-4.0
Cc1ccc(Cl)c2c1NC(=O)C2(O)CC(=O)c1ccc(Br)cc1 (stereo not drawn)	-13	-2	0.1	27	-5	2	2	19	0.1	-15
N#Cc1ccccc1S(=O)(=O)N1CCN(C(=O)CCC2CCCC2)CC1	-10	-5	1.0	·	-1	1	-2	-2	1.0	-1.1
O=C(NC1CCCCC1)C1CN(S(=O)(=O)c2ccccc2)CCN1S(=O)(=O)c1ccccc1 (stereo not drawn)	-5	-6	2.2	12	5	2	-2	4	0.3	-3.2
COc1ccc2oc(C(=O)OCC(=O)NC3(C#N)CCCC3)c(C)c2c1	-3	-2	·	·	-3	35*	0	-13	-4.9	-5.6
COC(=O)CSc1nc(C)c(C(C)=O)cc1C#N	4	-5	0.3	19	10	0	3	-2	0.3	-0.4
Cc1ccc(NC(=O)Cn2ccsc2=N)cc1S(=O)(=O)N(C)C	-10	-11	·	17	-8	0	2	7	4.2	-0.2

An excerpt from above in order of formula weight, low to high.
smiles	BoNT F protease	MazEF act	Mtb BioA inh	VHR inh abs	GDH-TPI counter	Mtb FBA inh	Rv3671c protease	CCHF vOTU inh	UGM FP inh	FadD28 binding
Cc1ccc(NC(=O)Cn2ccsc2=N)cc1S(=O)(=O)N(C)C	-10	-11	·	17	-8	0	2	7	4.2	-0.2
CN(CCC1CCOCC1)C(=O)CC1C(=O)NCCN1Cc1ccoc1 (stereo not drawn)	-3	2	·	13	20	-2	6	-14	-3.9	-0.5
Cc1ccc(Cl)c2c1NC(=O)C2(O)CC(=O)c1ccc(Br)cc1 (stereo not drawn)	-13	-2	0.1	27	-5	2	2	19	0.1	-15

(cont.)
smiles	BoNT F protease	MazEF act	Mtb BioA inh	VHR inh abs	GDH-TPI counter	Mtb FBA inh	Rv3671c protease	CCHF vOTU inh	UGM FP inh	FadD28 binding
c1ccc(C2(Cn3ccc4ccccc43)OCCO2)cc1	-15	-9	-0.9	14	8	-5	-7	-5	4.1	-2.8
Clc1ccc(OCCN2CCN(c3ncnc4sccc34)CC2)cc1	-8	0	8.0	-9	-1	1	-12	7	1.2	-5.1
COc1ccc(C(CNC(=O)C(=O)NC2CCCC2)N2CCN(C)CC2)cc1 (stereo not drawn)	13	-2	·	·	4	1	10	-2	0.0	1.7
CCC(=O)N1CCc2cc(S(=O)(=O)N3CCCCC3CC)ccc21 (stereo not drawn)	0	-2	-1.5	-7	10	0	0	13	3.0	0.7
Cc1cc(C)n2nc(CC(=O)NC3CCCC(C)C3C)nc2n1 (stereo not drawn)	-5	-2	-2.6	6	14	1	-2	·	5.2	-0.6
O=C1CCN(C(=O)c2ccccc2)C2CCCCC12 (stereo not drawn)	6	2	-7.8	-4	5	0	1	4	-4.8	1.7
Nc1ccc(C(=O)Nc2cccc(N)c2)cc1	?	1	0.3	13	-6	-6	·	-3	0.1	-3.6
CCOc1ccc2[nH]c(=O)c(CN(Cc3cccs3)C(CC)c3nnnn3C(C)(C)CC)cc2c1 (stereo not drawn)	-3	-10	-2.3	21	18	9	·	5	·	-1.7
O=C(CCc1nnc2ccc(NCc3ccco3)nn12)N1CCN(c2ccc(F)cc2)CC1	6	13	2.6	5	-2	0	-12	1	-0.7	-1.0
CCOC(=O)Cc1csc(NC(=O)CSc2nccn2C)n1	0	-8	-0.3	-23	6	0	2	-6	4.0	-1.3
Clc1ccccc1Nc1c2c(nc3ncnn13)CCC2	5	7	1.1	15	-4	-1	-8	-4	-1.1	-2.0
COc1ccc2nc(SC(C)C(=O)NCC(=O)Nc3ccc(F)c(F)c3F)[nH]c2c1 (stereo not drawn)	4	0	1.1	·	9	-6	·	-11	·	-2.5
O=C(CC1C(=O)NCCN1Cc1ccc(F)cc1)NCCCn1cccn1 (stereo not drawn)	2	-3	-1.1	17	1	7	-4	4	-0.9	-1.3
CCOC(=O)N1CCN(c2nc(-c3cccc(OC)c3)cc(C(F)(F)F)n2)CC1	7	-3	-1.0	17	10	-3	1	-1	1.7	-3.0
CCOc1ccccc1NS(=O)(=O)c1cn(C)nc1C	-6	4	·	29	2	0	5	-7	0.1	-3.7
CCOC(=O)c1cnc2cc(-c3ccc(C(C)(C)C)cc3)nn2c1N	-17	-19	-6.4	10	5	-1	5	-8	1.7	-1.1
O=c1[nH]c(=O)n(-c2ccc(F)cc2)c(O)c1C=Nc1ccccc1N1CCCC1	-24	206*	-2.1	-1	6	0	1	6	·	-0.6
COc1ccccc1C(C)NC(=O)C1CCN(S(=O)(=O)c2cccs2)CC1 (stereo not drawn)	1	0	-4.7	·	7	0	8	7	-3.9	-3.8
COc1ccc(OC)c(C2=NS(=O)(=O)N(C)C(C(=O)NCc3cccs3)=C2)c1	0	6	0.1	0	2	-4	-14	7	0.0	-4.4
CCCOc1ccc(N2C(=O)CC(N(CCc3ccc(OC)cc3)C(=O)c3ccccc3)C2=O)cc1 (stereo not drawn)	?	-2	·	10	-3	-1	6	-7	-0.2	-3.5
O=C(NCCCc1nc2ccccc2[nH]1)c1ccco1	0	9	0.3	2	-3	0	-4	-1	2.2	·
Cc1cc(C)c(NC(=O)CSc2nc(=O)n(CCN3CCOCC3)c3c2CCCC3)c(C)c1	·	8	0.7	·	5	1	-4	-1	4.7	0.4
COc1ccc(OC)c(C(=O)c2ccc(C(=O)c3cc(OC)ccc3OC)cc2)c1	-3	-4	-0.6	10	11	2	-1	-8	-0.7	-0.2
C#CCN(CC(=O)OCC)S(=O)(=O)CCNC1CC1	5	·	-0.3	·	·	-2	·	-5	·	-3.8
CCCN(CCC)C(=O)CSc1nc2ccccc2c(=O)n1CC1COc2ccccc2O1 (stereo not drawn)	-2	-1	-1.5	25	11	1	-9	6	-2.2	-0.4
CCOC(=O)c1cc(-c2nnc(-c3cc(OC)c(OC)c(OC)c3)o2)c(C)nc1C	-19	12	1.1	·	7	8	5	11	0.3	-1.4
COc1ccccc1Nc1ccc(C(=O)O)cc1[N+](=O)[O-]	-11	0	·	14	-1	-3	0	5	-0.2	0.0
COc1ccccc1N1CCN(C(=O)c2c(-c3ccccc3Cl)noc2C)CC1	22	-11	0.9	15	2	-4	-2	5	-1.6	-0.8
CCOC(=O)C1(Cc2cccc(F)c2)CCN(CC2CC2)CC1	-3	2	-10	10	-3	2	-1	-15	3.2	-1.2
Cc1ccc2[nH]c(=O)c(CNS(=O)(=O)c3ccccc3)c(-c3ccccc3)c2c1	-7	7	-1.3	21	-3	0	-10	-3	4.9	-2.4
CCN(CC)c1ccc(S(=O)(=O)N2CCOCC2)cc1NC(=O)CN1CCc2ccccc2C1	-3	-7	·	6	0	-4	-14	12	0.7	0.2
C=C(C)C(=O)NNc1ccccc1	-7	-7	·	7	-2	1	-3	-11	1.2	-1.9
Cc1cc(C)c2cc(CN(CCO)C(=O)NC3CCCCC3)c(=O)[nH]c2c1	-1	-3	2.1	-3	16	4	-7	-2	2.8	0.1
C/C(=N/NS(=O)(=O)c1cccc([N+](=O)[O-])c1)c1c[nH]c2ccccc12	1	56*	1.5	14	-7	0	3	2	0.5	-2.0
O=S(=O)(c1ccccc1)[C@@]1(c2ccc(Br)cc2)C[C@@H]2ON=C(c3ccccc3)[C@@H]2C1	-2	-2	-1.2	·	-3	0	-10	-6	0.4	-3.3
O=C(Nc1ccccc1N1CCCCC1)c1ncoc1-c1cccc(F)c1	-6	9	-1.7	4	17	3	-4	-3	-0.7	-1.2
CC(=O)N(Cc1ccc(F)cc1)c1cccc(C)c1C	-2	-1	·	2	6	-1	-2	0	-0.5	-1.1
CN1C(=O)c2ccccc2C(C(=O)NCC2CCCO2)C1c1c[nH]c2ccccc12 (stereo not drawn)	-1	4	-0.8	11	2	-1	-3	1	-2.0	-0.5
O=C(CNC(=O)c1nc[nH]c1C(=O)NCc1ccccc1)OCc1ccccc1	-1	2	-0.3	5	-10	0	-6	13	-2.8	-2.9
COc1cc(C(=O)OCc2cc3ccccc3[nH]c2=O)cc(OC)c1OC	-1	1	-3.3	-31	7	0	6	-1	2.1	-1.4
CCCCc1nnc(NC(=O)C2CC(=O)N(Cc3ccccc3)C2)s1 (stereo not drawn)	14	4	-0.9	5	2	0	5	0	-1.5	-4.2
Cc1noc(NC(=O)c2c(-c3c(Cl)cccc3Cl)noc2C)c1[N+](=O)[O-]	·	-8	0.6	23	14	0	7	-6	-3.1	-1.5

Compound activity (PubChem BioAssay)
